Tau ThT inhib: blocks human tau fibril formation measured by thioflavin T; P10636; recombinant tau K18 P301L (four-repeat tau fragment), heparin-induced fibrillization, ThT fluorescence; Potency, µM (series often up to 57.4 µM), inactives show at the highest dose activity, negative = inhibition, usual class: inhibitors; 270,000 tested, 2.1% active; AID 1460; also: nearly all actives have a fitted effect of over 55% in size
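Heparin-induced fibrillization of the P301L-mutant K18 repeat-domain fragment of human tau was followed by ThT binding in quantitative high-throughput format.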
RECQ1 helicase: RECQ1 (human) helicase inhibition; RECQ1 DNA unwinding, red fluorescence kinetic read; Potency, µM (titrated, usually from 57.3 µM), for the others: at the top dose activity, negative = inhibition, hits mostly inhibitors; 240,000 tested, 0.54% active; P46063;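 also: plate controls were vehicle for no effect and no enzyme for full effect; nearly all actives have a fitted effect of over 30% in size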
Target sequence (P46063 whole entry, looked up): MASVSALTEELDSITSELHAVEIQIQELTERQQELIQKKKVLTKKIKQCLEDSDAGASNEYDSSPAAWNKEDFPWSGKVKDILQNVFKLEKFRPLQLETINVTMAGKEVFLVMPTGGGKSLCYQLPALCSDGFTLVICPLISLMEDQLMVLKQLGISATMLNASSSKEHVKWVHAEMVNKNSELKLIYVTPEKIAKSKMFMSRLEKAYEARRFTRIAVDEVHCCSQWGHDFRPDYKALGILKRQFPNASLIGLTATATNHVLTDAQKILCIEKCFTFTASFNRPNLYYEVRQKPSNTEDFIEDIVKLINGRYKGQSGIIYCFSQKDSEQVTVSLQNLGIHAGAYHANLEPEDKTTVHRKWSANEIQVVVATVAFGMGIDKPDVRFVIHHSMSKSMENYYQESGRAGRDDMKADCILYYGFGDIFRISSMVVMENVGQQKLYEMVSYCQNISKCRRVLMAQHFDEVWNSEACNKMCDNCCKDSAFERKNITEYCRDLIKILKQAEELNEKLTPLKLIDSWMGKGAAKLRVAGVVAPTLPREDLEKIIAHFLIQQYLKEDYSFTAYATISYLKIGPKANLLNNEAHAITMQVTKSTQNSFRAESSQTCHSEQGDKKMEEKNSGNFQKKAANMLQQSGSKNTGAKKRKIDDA
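RECQ1T1 50 nM; forked duplex (20 bp + 30-nt ss tails) 200 nM, ATP 2 mM final; pH 8.0, 2 mM MgCl2, 2.5 ug/ml poly(dI-dC); 15 min compound preincubation; discontinuous kinetic read over 2 h at RT.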
KDM4E inh: inhibitors of human JMJD2E histone demethylase; B2RXH2; JMJD2E catalytic domain, FDH-coupled NADH fluorescence (FDH is formaldehyde dehydrogenase); Potency, µM (doses to about 57.1 µM), for inactives: at the top dose activity change, negative = inhibition, most hits filed as inhibitors; 230,000 tested, 1.6% active; active = well fitted inhibition curve with a large enough effect, not every such curve was filed as active; inconclusive = small, poorly fitted or top-dose-only effect, or another doubt; inactive = no such curve, though single readings can be large or run the other way;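 also: 0% = wells with enzyme and -100% = buffer wells without enzyme; nearly all actives have a fitted effect of over 50% in size; many of its hits are not listed in these tables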
GoLoco inh red: RGS12 GoLoco-Gai1 interaction inhibition | P63096 | 230,000 tested, 0.44% active | Potency, µM (doses to about 61.6 µM), without a hit: at the top dose activity, negative = inhibition, hits mostly inhibitors | Gai1:RGS12 GoLoco peptide FP, rhodamine, 10 min; active = well fitted inhibition curve with a large enough effect, not every such curve was filed as active; inactive = no such curve, though single readings can be large or run the other way; also: nearly all actives have a fitted effect of over 30% in size; many of its hits are not listed in these tables
Target sequence (P63096 whole entry, looked up): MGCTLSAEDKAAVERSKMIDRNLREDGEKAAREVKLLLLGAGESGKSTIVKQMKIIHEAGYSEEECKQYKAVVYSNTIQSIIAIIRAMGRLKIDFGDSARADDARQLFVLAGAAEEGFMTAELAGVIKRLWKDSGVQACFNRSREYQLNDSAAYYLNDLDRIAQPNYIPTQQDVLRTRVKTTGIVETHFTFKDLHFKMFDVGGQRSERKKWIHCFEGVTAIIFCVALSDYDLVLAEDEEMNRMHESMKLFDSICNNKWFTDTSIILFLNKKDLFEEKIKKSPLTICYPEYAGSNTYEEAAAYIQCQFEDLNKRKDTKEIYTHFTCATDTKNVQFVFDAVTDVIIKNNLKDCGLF
Tau FP inhib: tau fibrillization inhibition (FP) | P10636 | AID 1468 | Potency, µM (series often up to 57.7 µM), for the others: at the highest dose activity, negative = inhibition, actives largely listed as inhibitors | 280,000 tested, 0.39% active | K18 P301L tau heparin fibrillization, Alexa594 FP, 6 h; also: nearly all actives have a fitted effect of over 55% in size
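Recombinant K18 P301L […], labeled with Alexa 594 at 0.24 uM over 15 uM unlabeled; heparin inducer 20 uM final; 37 C, 6 hr; FP endpoint.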
L3MBTL1 block: L3MBTL1 (human) inhibition | Potency, µM (highest dose often 57.1 µM), for the others: at the top dose activity, negative = inhibition, usual class: inhibitors | 230,000 tested, 0.66% active | Q9Y468 | AlphaScreen L3MBTL1–H3K9me1 peptide binding | AID 485360; also: nearly all actives have a fitted effect of over 60% in size
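AlphaScreen assay: L3MBTL1 (50 nM final) was preincubated 30 min at room temperature with biotinylated H3(1-15)K9me1 peptide (75 nM final), then 30 min with library compounds; streptavidin donor and nickel chelate acceptor beads (10 ug/mL final) added, 30 min dark.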
TexasRed fluor: Texas Red fluorescence interference in TRb-SRC2 counter-screen. TRb/SRC2 Texas Red total fluorescence interference. Potency, µM (titrated, usually from 106 µM), for inactives: at the top dose fluorescence change, negative = quenching. 280,000 tested, 0.29% active; active = well fitted curve in either direction with a large enough effect; inconclusive = small, poorly fitted or top-dose-only effect
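Flags fluorescent or light-absorbing compounds by total fluorescence, S + 2P, at 555 nm excitation and 632 nm emission. Mixture: 20 nM Texas Red SRC2 peptide, 0.6 uM human TRb LBD, 1 uM T3, 5% DMSO; compound exposure 5 h at ambient temperature.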
TRb SRC2 PPI: disrupts binding of human TR beta to SRC2; 280,000 tested, 0.065% active; TRbeta-SRC2 peptide binding, fluorescence polarization; receptor liganded with 1 µM T3; Potency, µM (doses to about 106 µM), for inactives: at the highest dose activity change, negative = inhibition, hits mostly inhibitors;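 also: plate controls were bound peptide for no effect and peptide without receptor for full effect; nearly all actives have a fitted effect of over 50% in size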
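Assay buffer: 20 mM Tris-HCl, 100 mM NaCl, 10% glycerol, 1 mM EDTA, 0.01% NP-40, 1 mM DTT, 1 uM T3, 5% DMSO; TRb LBD 0.6 uM, Texas Red SRC2 20 nM; FP after 5 hr.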
* hit, by the source's call; i = inactive; u = inconclusive; x = no result given; & = joins results of further samples; [ ] = another dose, or the depositor's remark. Unless noted, calls follow the shape of the dose curve; as a rule, active = well fitted curve in the direction sought with a large enough effect; inconclusive = small, poorly fitted or top-dose-only effect, or another doubt; inactive = no such curve, though single readings can be large; an effect the other way counts as inactive or inconclusive. Unless noted, % is scaled to controls: 0 for no effect and ±100 for the full control effect; potency is read from the fitted curve at half-maximal effect. This is a subset. The share of hits here may be higher or lower than overall.

| structure | Tau ThT inhib | RECQ1 helicase | KDM4E inh | GoLoco inh red | Tau FP inhib | L3MBTL1 block | TexasRed fluor | TRb SRC2 PPI |
| --- | --- | --- | --- | --- | --- | --- | --- | --- |
| O=C1Nc2ccc(F)cc2C12SCCS2 | u | -2% | -7% | -38% | -15% | 5% | -5% | 1% |
| Cc1ccc2c(c1)C(=O)CC(O)(C(F)(F)F)O2 (stereo unspecified) | 0% | -1% | u | 3% | -4% | 4% | 1% | 6% |
| COc1ccc(OCCC(=O)OCC(=O)NCc2ccccc2)cc1 | -9% | 2% | 3% | -12% | 9% | 9% | -2% | -8% |
| CCC(C(=O)Nc1ccc(C(=O)N2CCCC2)cc1)c1ccccc1 (stereo unspecified) | -5% | i | 5% | 6% | -6% | x | -1% | -3% |
| CN(C)c1ccc(C(=O)C(O)c2ccc(C(C)(C)C)cc2)cc1 (stereo unspecified) | -10% | -2% | 3% | 3% | 0% | x | -2% | -3% |
| O=C(NNC(=O)c1cccnc1)NC12CC3CC(CC(C3)C1)C2 | 3% | 1% | 2% | -8% | -1% | 11% | -1% | -4% |
| CCN(c1ccc2c(c1)OCO2)S(=O)(=O)c1cc(Br)cc2c1N(C(=O)C1CC1)CC2 | u | 5% | -15% | 16% | 4% | -8% | 7% | 14% |
| CCOC(=O)C1CCN(c2c(N3CCN(Cc4ccccc4)CC3)c(=O)c2=O)CC1 | -13% | -3% | -1% | 5% | 9% | x | -4% | -7% |

Next part
| structure | Tau ThT inhib | RECQ1 helicase | KDM4E inh | GoLoco inh red | Tau FP inhib | L3MBTL1 block | TexasRed fluor | TRb SRC2 PPI |
| --- | --- | --- | --- | --- | --- | --- | --- | --- |
| Cc1ccc(-n2c(C)nn(CC3CC3)c2=O)cc1 | 4% | i | 3% | 0% | u | 3%[11.4 µM] | -3% | -3% |
| CC1=C(c2ccc(C)c(C)c2)S(=O)(=O)N(Cc2ccc(C(=O)Nc3cc(F)ccc3F)cc2)C1=O | 5% | x | x | x | -14% | x | 1% | 2% |
| COc1cccc(NC(=O)CN(C)S(=O)(=O)c2ccc(C)cc2)c1 | 1% | i | 0% | -4% | -3% | 0% | -3% | -7% |
| O=C(CSc1n[nH]c(=O)n1Cc1ccco1)N1CCOCC1 | -2% | -2% | -1% | 4% | 3% | 8% | 1% | -2% |
| Cc1nn(CCCC(=O)NCc2ccc(F)cc2)c(=O)c2c1sc1ccccc12 | -17% | x | x | x | -13% | x | 1% | 0% |
| CCOC(=O)C1=C(C)OC(N)=C(C#N)C1c1ccccc1 (stereo unspecified) | 8% | 7% | 1% | 7% | 4% | -12% | -2% | 2% |
| CC(C)Sc1nnc([C@H](Cc2c[nH]c3ccccc23)NC(=O)OC(C)(C)C)o1 | -12% | i | 6% | 3% | 12% | x | 0% | 8% |
| O=C1OCCN1C(=O)[C@H]1[C@H](c2ccc([N+](=O)[O-])cc2)C(c2ccc(F)cc2)=NN1c1ccccc1 | -21% | i | x | 0% | 15% | -5% | 0% | -1% |

Just Tau ThT inhib and Tau FP inhib, for 3 of the compounds above:
SMILES | Tau ThT inhib | Tau FP inhib
O=C1Nc2ccc(F)cc2C12SCCS2 | u | -15%
Cc1ccc2c(c1)C(=O)CC(O)(C(F)(F)F)O2 (stereo unspecified) | 0% | -4%
COc1ccc(OCCC(=O)OCC(=O)NCc2ccccc2)cc1 | -9% | 9%

The list continues:
| structure | Tau ThT inhib | RECQ1 helicase | KDM4E inh | GoLoco inh red | Tau FP inhib | L3MBTL1 block | TexasRed fluor | TRb SRC2 PPI |
| --- | --- | --- | --- | --- | --- | --- | --- | --- |
| CCCn1c(SCC(=O)NCc2ccc(F)cc2)n[nH]c1=O | 7% | i | 11% | 5% | 2% | 3% | 0% | 2% |
| CCCS(=O)(=O)N1CCC(C(=O)c2cccc(C(F)(F)F)c2)CC1 | 1% | i | 0% | -4% | 11% | x | 2% | -14% |
| COc1ccc(C(=O)CC2SC(N)=NC2=O)cc1 (stereo unspecified) | -2% | i | -2% | -1% | -10% | x | -2% | 7% |
| Cc1ccc(-c2csc(NC(=O)c3cccc(S(=O)(=O)N4CCN(C)CC4)c3)n2)cc1 | -3% | -4% | 4% | 3% | -4% | -2% | 4% | 1% |
| COC(=O)Cc1ccc(Oc2ncc(C(F)(F)F)cc2Cl)cc1 | -13% | -9% | -3% | -27% | 2% | 58%[activator] | -2% | -11% |
| O=C(Cc1ccc(Cl)cc1)OCc1nnc(-c2ccccc2)o1 | -5% | i | -3% | 5% | 7% | 30% | 0% | 1% |
| COc1ccc(CNC(=O)CSc2nn3c(=O)c(C(C)(C)C)nnc3s2)cc1OC | -13% | -11% | -2% | 19% | -1% | -5% | -1% | -4% |
| CCCCC/C=C\C/C=C\C/C=C\CCCCC(=O)O | -6%&-2% | 18%&-18% | -2% | -2%&2%&-1% | 0%&-2% | u | 0%&-2%&-4% | 9%&-1%&3% |

(continued)
| structure | Tau ThT inhib | RECQ1 helicase | KDM4E inh | GoLoco inh red | Tau FP inhib | L3MBTL1 block | TexasRed fluor | TRb SRC2 PPI |
| --- | --- | --- | --- | --- | --- | --- | --- | --- |
| O=C(NCc1ccco1)c1cc(-c2ccc(Cl)cc2)on1 | -9% | i | 0% | 35%[activator] | -10% | 5% | -1% | 2% |
| COc1ccc(-n2cnnc2SCC(=O)c2cc(C)n(Cc3cccs3)c2C)cc1 | u | -19% | -7% | 9% | u | -15% | 0% | 2% |
| CCCCN(CC)S(=O)(=O)N1CCC(C(=O)NCc2ccc(F)cc2)CC1 | 2% | -9% | -6% | 2% | 10% | -1% | -3% | -25% |
| CCNC(=O)Nn1c(-c2ccccc2)nc2ccccc2c1=O | 0% | i | 2% | -24% | -7% | 52%[activator] | 2% | -12% |
| CCOC(=O)CCC(=O)N1CCOCCOCCN(C(=O)CCC(=O)OCC)CCOCC1 | -5% | i | -2% | 6% | -2% | x | 1% | -5% |
| O=C(CC12CC3CC(CC(C3)C1)C2)Nc1ccc2c(c1)COC2=O | -5% | -15% | -5% | -12% | -7% | -2% | 0% | -1% |
| Cc1c(C(=O)OC(C)C)sc(N)c1C(=O)OC(C)C | 5% | 1% | -1% | -13% | 8% | -6% | -3% | -3% |
| CC1=CC=CC2=NC(=O)CC(C)(C(=O)N(CC(=O)NC3CCCC3)c3ccccc3C)N12 (stereo unspecified) | -10% | -12% | u | 4% | 5% | x | -8% | 5% |

Other entries:
| structure | Tau ThT inhib | RECQ1 helicase | KDM4E inh | GoLoco inh red | Tau FP inhib | L3MBTL1 block | TexasRed fluor | TRb SRC2 PPI |
| --- | --- | --- | --- | --- | --- | --- | --- | --- |
| COc1ccc(CN2CCn3nc(C(=O)NC4CC4)cc3C2=O)cc1 | 6% | i | 6% | 3% | 5% | -8% | -2% | 4% |
| CNC(=O)NC1CCCCc2sccc21 (stereo unspecified) | -1% | -6% | 2% | -1% | -6% | 2% | 0% | -3% |
| CCOc1ccccc1CNC(=O)c1cnc2sc(N3CCCC3)nn2c1=O | -7% | x | x | x | -4% | x | u | -24% |
| O=C(O)Cn1c(SCCOc2ccccc2)nc2ccccc21 | -8% | 0% | 1% | -1% | 3% | x | 0% | -1% |
| CC1C/C(=N\NC(N)=S)c2cc(Cl)ccc2S1 (stereo unspecified) | x | 0% | u | 118%[activator] | -9% | x | 15% | -10% |
| COc1ccc(N2CCN(C(=O)CCc3nc(-c4ccc(C)cc4)no3)CC2)cc1 | u | -8% | -2% | 3% | 4% | x | -3% | -2% |
| O=c1c2cccnc2[nH]c(=S)n1Cc1ccccc1 | 3% | -2% | -2% | 6% | 1% | -1% | -3% | -11% |
| COC(=O)c1cc(NC(=O)c2cc(-c3ccc(C(F)(F)F)cc3)oc2C(F)(F)F)ccc1N1CCOCC1 | x | -8% | u | 4% | 8% | x | -1% | 2% |

Arranged by molecular weight (lowest first): part of the list above
| structure | Tau ThT inhib | RECQ1 helicase | KDM4E inh | GoLoco inh red | Tau FP inhib | L3MBTL1 block | TexasRed fluor | TRb SRC2 PPI |
| --- | --- | --- | --- | --- | --- | --- | --- | --- |
| O=c1c2cccnc2[nH]c(=S)n1Cc1ccccc1 | 3% | -2% | -2% | 6% | 1% | -1% | -3% | -11% |
| CC1C/C(=N\NC(N)=S)c2cc(Cl)ccc2S1 (stereo unspecified) | x | 0% | u | 118%[activator] | -9% | x | 15% | -10% |
| COc1ccc(CN2CCn3nc(C(=O)NC4CC4)cc3C2=O)cc1 | 6% | i | 6% | 3% | 5% | -8% | -2% | 4% |
| CCOc1ccccc1CNC(=O)c1cnc2sc(N3CCCC3)nn2c1=O | -7% | x | x | x | -4% | x | u | -24% |

Other results.
| structure | Tau ThT inhib | RECQ1 helicase | KDM4E inh | GoLoco inh red | Tau FP inhib | L3MBTL1 block | TexasRed fluor | TRb SRC2 PPI |
| --- | --- | --- | --- | --- | --- | --- | --- | --- |
| Cc1ccc(CNC(=O)[C@H]2C[C@@H]2[C@H](NP(=O)(c2ccccc2)c2ccccc2)c2ccccc2)o1 | u | -3% | -3%&-9% | -1%&-5% | -9%&-15% | -5% | 0%&-2% | -6%&0% |
| c1ccc(NCc2nc3ccccc3n2CCOc2ccccc2)cc1 | -16% | -4% | 6% | -4% | 2% | -14% | 1% | 8% |
| Cc1ccc(CN2C(=O)CCC2C(=O)NCc2ccc(F)cc2)cc1 (stereo unspecified) | -1% | -2% | 2% | 0% | 1% | 2% | 2% | 7% |
| CCSc1nc2ccccc2n1S(=O)(=O)c1ccccc1 | -5% | -8% | 0% | 1% | -3% | 6% | -5% | 1% |

Source: PubChem (National Center for Advancing Translational Sciences (NCATS))
